Screens as filed in PubChem.
Furin inhibitor = inhibitors of human furin; inhibition, % at 30 µM; P09958; AID 463115; actives 0.061% (n = 220,000); purified furin, fluorogenic substrate cleavage; in the data active = inhibition above about 25%; note: inactives centre near -15
Target sequence (P09958 108-714 limits assumed): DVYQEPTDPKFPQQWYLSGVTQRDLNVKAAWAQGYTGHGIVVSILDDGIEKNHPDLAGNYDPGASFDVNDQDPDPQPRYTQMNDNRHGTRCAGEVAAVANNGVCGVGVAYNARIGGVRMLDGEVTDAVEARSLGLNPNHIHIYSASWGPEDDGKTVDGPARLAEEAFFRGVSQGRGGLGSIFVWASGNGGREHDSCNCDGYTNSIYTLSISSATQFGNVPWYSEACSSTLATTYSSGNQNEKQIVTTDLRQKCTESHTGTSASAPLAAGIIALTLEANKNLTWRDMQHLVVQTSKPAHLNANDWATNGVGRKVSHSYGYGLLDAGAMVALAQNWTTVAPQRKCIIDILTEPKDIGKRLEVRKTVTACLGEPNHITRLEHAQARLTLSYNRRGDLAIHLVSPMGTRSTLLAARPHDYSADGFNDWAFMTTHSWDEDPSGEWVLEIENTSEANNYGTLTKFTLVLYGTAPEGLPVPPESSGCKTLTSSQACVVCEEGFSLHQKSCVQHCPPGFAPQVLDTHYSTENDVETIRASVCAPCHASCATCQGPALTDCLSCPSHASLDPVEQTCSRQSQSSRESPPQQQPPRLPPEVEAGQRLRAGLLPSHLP
thrombin 1536 = blocks human thrombin protease activity | actives 0.26% (n = 220,000) | alpha-thrombin, Boc-VPR-AMC fluorogenic substrate cleavage | AID 1046 | P00734 | inhibition, % at 5 µM;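 active = inhibition at or above 40%; inactive = inhibition below 40%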;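 note: 0% = enzyme with no compound and 100% = wells without enzyme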
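signal = AMC fluorescence, 355/460 nm | material = human alpha-thrombin enzyme | control set = enzyme without compound as high, wells lacking enzyme as low | times = reaction at room temperature | read-out basis = percent inhibition scaled between no-compound controls and no-enzyme blanks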
hK5 inh = inhibitors of human kallikrein 5 | Q9Y337 | recombinant hK5, fluorogenic AMC substrate cleavage | inhibition, % at 5 µM | actives 0.59% (n = 210,000) | AID 873;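 active = inhibition of 40% or more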;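 note: 0% = enzyme controls without compound and 100% = no-enzyme blanks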
Target sequence (Q9Y337 67-293 limits assumed): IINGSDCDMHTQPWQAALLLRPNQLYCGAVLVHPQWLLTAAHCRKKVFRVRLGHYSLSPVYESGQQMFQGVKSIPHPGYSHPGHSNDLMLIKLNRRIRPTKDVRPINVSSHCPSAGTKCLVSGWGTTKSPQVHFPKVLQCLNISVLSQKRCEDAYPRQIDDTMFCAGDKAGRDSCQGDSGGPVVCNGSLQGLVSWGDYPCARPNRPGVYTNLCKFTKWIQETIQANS
PERK inhibitor = human PERK inhibition, primary cell-based screen. actives 0.17% (n = 220,000). Q9NZJ5. CHO PERK-DD fusion, SEAP luminescence translation reporter. inhibition, % at 5.6 µM;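 active = inhibition above the mean inhibition of all tested compounds plus 3 SD, set separately per screening campaign, cut at about 2.9% in these data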;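 note: PERK kinase domain activated by AP20187 dimerizer at 100 nM; 0% = DMSO with dimerizer and 100% = rapamycin at 8.4 µM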
m-calpain inh = blocks pig calpain II enzyme activity | actives 0.37% (n = 220,000) | inhibition, % at 16 µM | AID 1236 | purified calpain II, fluorogenic peptide substrate, 30 min;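 active = inhibition above about 50%, limit read from the data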
Cl transport mod = modulates chloride dependent transport by human KCC2 | Q9H2X9 | KCC2 cells, thallium flux FluoZin-2 fluorescence | B-score of Tl+ flux slope (higher = more flux/activation; lower = inhibition) at 10 µM | actives 2.2% (n = 190,000) | AID 1456;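 active = thallium flux slope and its plate-corrected score both differing from the plate sample mean at a set confidence after two filtering rounds, in either direction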;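 note: slope of fluorescence scaled to starting intensity during 10 to 20 s after thallium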
FXIIa inh = factor XIIa (human) inhibition. purified FXIIa, Boc-QGR-AMC fluorogenic substrate, 2 h. inhibition, % at 5 µM. actives 0.3% (n = 220,000). AID 800; in the data active = inhibition above about 40%;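 note: 0% = enzyme with no compound and 100% = blank without enzyme; many of its hits are not listed in these tables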
Rad51 HR inh = Rad51 (human) homologous recombination inhibition; Q06609; hRad51 DNA strand exchange, fluorescence dequenching; inhibition, % at 10 µM; actives 0.085% (n = 200,000); AID 1385;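 active = inhibition above 40% at the single screening dose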;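 note: 0% = DMSO control wells and 100% = blanks with heterologous ssDNA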
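Material: Human Rad51 nucleoprotein filaments preassembled on unlabelled ssDNA | Also added: Labelled 47-mer dsDNA for strand exchange | Dosing: Single dose, 10 µM final compound | Schedule: 30-min compound preincubation and 15-min exchange, both room temperature | Technique: Fluorescence dequenching at 485/520 nm | Measure: Percent inhibition relative to plate controls and blanks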
FXIa inh = inhibitors of human coagulation factor XIa; actives 0.14% (n = 220,000); inhibition, % at 5 µM; P03951; purified FXIa, Boc-Glu-Ala-Arg-AMC fluorogenic substrate;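 active = inhibition of at least 40%; inactive = inhibition below 40%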;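 note: fluorescence of freed AMC excited at 355 nm; 0% = enzyme without compound and 100% = no enzyme blank; many of its hits are not listed in these tables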
Active calls of the source: *; nt = not tested or not shown; [ ] = another dose, or the depositor's remark.

SMILES | Furin inhibitor | thrombin 1536 | hK5 inh | PERK inhibitor | m-calpain inh | Cl transport mod | FXIIa inh | Rad51 HR inh | FXIa inh
CCc1c(C)[nH]n(-c2nc(-c3ccccc3)cs2)c1=O | -21 | -3 | nt | 0.7 | 10 | -0.57 | 5 | nt | 1
O=C(CSc1nnc(SCC(=O)NCc2ccc3c(c2)OCO3)s1)NCc1ccc2c(c1)OCO2 | -11[20 µM] | -14 | -28 | 0.6 | 5 | 0.66 | 15 | -1 | 18
CCCNC(=O)c1ccccc1NC(=O)c1ccc(CSc2ccccc2)cc1 | -6[20 µM] | -8 | -23 | -0.7 | -41 | 0.93 | -2 | -10 | 1
COc1ccc(CC(=O)NNC(=S)Nc2ccccc2)cc1Cl | -35 | -2 | -9 | 0.2 | -28 | 0.055 | nt | -4 | -3
CCOc1ccc(NC(=S)N(Cc2ccc(N(C)C)cc2)Cc2ccco2)cc1 | -11[20 µM] | -5 | 1 | -0.5 | 19 | -1.9 | -3 | 4 | -7
O=C(CSc1ccc(F)cc1)Nc1ccc(Br)cc1 | -10 | -2 | -27 | 0.4 | 6 | -0.06 | -3 | 12 | -7
O=C(NCc1ccco1)c1nc2c(nnn2Cc2ccccc2Cl)c(=O)[nH]1 | -15[20 µM] | -4 | -4 | 0.7 | -8 | -3.3* | 10 | -1 | 3
CCC(=O)c1coc2ccc(O)cc12 | -16[20 µM] | nt | nt | 0.8 | nt | 1.7 | nt | 2 | nt
O=C(Nc1cccc(-c2nnc(-c3ccccc3)o2)c1)C1CCCO1 (centres undefined) | -20[20 µM] | 2 | -13 | -0.6 | 0 | -1.4 | 23 | -4 | 21
CCn1nnnc1-c1ccc(OC)c(S(=O)(=O)Nc2ccc(C)c(C)c2)c1 | -13[20 µM] | 0 | -4 | -1.6 | 4 | nt | 5 | nt | -5
Cc1ccc2c(CC(=O)Nc3ccc(N4CCN(C)CC4)cc3C)coc2c1 | -5 | 3 | 2 | -0.7 | -55 | 0.32 | 19 | 1 | 7
Oc1ccc(Cl)cc1/C=C/c1ccc2cccc(O)c2n1 | 10 | 49* | 34 | -0.9 | 16 | -0.083 | 39 | -23 | 33
C=CCOc1ccc(Br)cc1/C=C1/SC(=Nc2ccc(C(=O)O)cc2)NC1=O | -3 | -10 | 0 | 0.3 | -61 | -3.6 | 8 | -25 | -2
CCCN1CCC(NC(=S)Nc2ccc(S(N)(=O)=O)cc2)CC1 | -28 | -1 | nt | 0.2 | -15 | 0.2 | 9 | nt | 1
CC1CC(=O)c2cnc(Nc3cccc(C(F)(F)F)c3)nc2C1 (centres undefined) | -6 | 4 | -1 | -0.7 | -18 | -3* | 13 | 3 | 4
CCOC(=O)N1CCN(C(=O)c2ccc3c(c2)sc2nc(-c4ccc(OC)cc4)cn23)CC1 | 1 | -3 | -4 | -1.6 | -72 | -0.72 | 12 | -2 | 2
Cc1cccc(NC(=O)CCNS(=O)(=O)c2cccc3nsnc23)c1 | -14 | -9 | -6 | 1.4 | -20 | -0.64 | -14 | 2 | -8
CSc1ccc(CCNC(=O)c2cc(C)nn2-c2ccccc2)cc1 | -26 | 4 | 2 | 0.3 | -5 | -0.7 | 12 | -13 | 2
CS(=O)(=O)c1ccc2nnn(OCC(=O)Nc3cccc(C#N)c3)c2c1 | -22 | 3 | 6 | 1.3 | 22 | -0.56 | 9 | 9 | 11
CCOc1ncccc1C(=O)Nc1ccc(OC)c(S(=O)(=O)N2CCCCC2)c1 | -27 | -2 | 0 | 0.0 | -10 | 0.058 | 10 | -1 | 6

10 compounds already listed, arranged by length of the SMILES, descending.
SMILES | Furin inhibitor | thrombin 1536 | hK5 inh | PERK inhibitor | m-calpain inh | Cl transport mod | FXIIa inh | Rad51 HR inh | FXIa inh
CCOC(=O)N1CCN(C(=O)c2ccc3c(c2)sc2nc(-c4ccc(OC)cc4)cn23)CC1 | 1 | -3 | -4 | -1.6 | -72 | -0.72 | 12 | -2 | 2
C=CCOc1ccc(Br)cc1/C=C1/SC(=Nc2ccc(C(=O)O)cc2)NC1=O | -3 | -10 | 0 | 0.3 | -61 | -3.6 | 8 | -25 | -2
CCn1nnnc1-c1ccc(OC)c(S(=O)(=O)Nc2ccc(C)c(C)c2)c1 | -13[20 µM] | 0 | -4 | -1.6 | 4 | nt | 5 | nt | -5
CS(=O)(=O)c1ccc2nnn(OCC(=O)Nc3cccc(C#N)c3)c2c1 | -22 | 3 | 6 | 1.3 | 22 | -0.56 | 9 | 9 | 11
Cc1ccc2c(CC(=O)Nc3ccc(N4CCN(C)CC4)cc3C)coc2c1 | -5 | 3 | 2 | -0.7 | -55 | 0.32 | 19 | 1 | 7
Cc1cccc(NC(=O)CCNS(=O)(=O)c2cccc3nsnc23)c1 | -14 | -9 | -6 | 1.4 | -20 | -0.64 | -14 | 2 | -8
CCCN1CCC(NC(=S)Nc2ccc(S(N)(=O)=O)cc2)CC1 | -28 | -1 | nt | 0.2 | -15 | 0.2 | 9 | nt | 1
CSc1ccc(CCNC(=O)c2cc(C)nn2-c2ccccc2)cc1 | -26 | 4 | 2 | 0.3 | -5 | -0.7 | 12 | -13 | 2
Oc1ccc(Cl)cc1/C=C/c1ccc2cccc(O)c2n1 | 10 | 49* | 34 | -0.9 | 16 | -0.083 | 39 | -23 | 33
CCC(=O)c1coc2ccc(O)cc12 | -16[20 µM] | nt | nt | 0.8 | nt | 1.7 | nt | 2 | nt

Continuation:
SMILES | Furin inhibitor | thrombin 1536 | hK5 inh | PERK inhibitor | m-calpain inh | Cl transport mod | FXIIa inh | Rad51 HR inh | FXIa inh
CCOC(=O)C1CCCN(CC(O)COCc2ccc3c(c2)OCO3)C1 (centres undefined) | -17 | -9 | -1 | 1.0 | -29 | 0.34 | 5 | 5 | -1
O=C(Nc1c(C(=O)N2CCCC2)cnn1-c1ccccc1)c1cccc(F)c1 | -8[20 µM] | -1 | 4 | 0.1 | 31 | 0.59 | 5 | 2 | -9
O=C(NC(=S)Nc1ccc(S(=O)(=O)Nc2ccccc2)cc1)C1CC1 | -6 | -13 | 2 | 0.0 | 38 | 0.27 | 8 | -5 | 6
CCc1cc2c(=O)c(-c3nc4ccccc4[nH]3)coc2c(CN2CCCCC2)c1O | -11 | -3 | -7 | -2.5 | -12 | 0.0077 | 9 | -9 | -1
CC(=O)Cc1nsc(NC(=O)c2ccc(Cl)cc2Cl)n1 | -18 | -9 | 2 | 0.2 | -15 | 1.5 | 4 | 11 | -3
COC(=O)Cn1c(=O)cnc2ccccc21 | -10 | 1 | 2 | 1.1 | -53 | 0.45 | 15 | -3 | 5
Cn1c(CSCc2ccccc2)nnc1SCC(=O)Nc1nccs1 | -18[20 µM] | -1 | -4 | -0.6 | -2 | 6.2* | 11 | -4 | 7
CCOc1ccc(NC(=O)C2C(C(=O)O)C3(Cl)C(Cl)=C(Cl)C2(Cl)C3(Cl)Cl)cc1 (centres undefined) | -23 | 4 | 1 | 1.3 | -47 | 0.69 | 13 | 5 | 2
Cc1ccc(NC(=O)CCC(=O)NNC(=O)C(c2ccccc2)c2ccccc2)c(C)c1 | -22[20 µM] | -5 | -9 | 0.1 | -19 | nt | -2 | -3 | -8
O=C(CCCN1C(=O)/C(=C/c2ccccc2)SC1=S)Nc1cccc(O)c1 | -3 | -10 | 6 | 0.5 | 14 | -1.5 | 10 | -7 | 1
CCn1nnc(-c2ccccc2NC(=O)c2cccc(-n3cnnn3)c2)n1 | -18 | -5 | 0 | 0.9 | -62 | -0.42 | 6 | -8 | -5
O=C1COc2ccc3ccccc3c2CN1 | -17[20 µM] | -7 | 1 | -0.3 | 10 | -0.063 | 6 | 5 | -13
O=C(O)CC1(CC(=O)Nc2ccc3sccc3c2)CCCCC1 | -11 | -13 | -2 | 1.1 | -1 | -0.038 | 0 | nt | -1
CCOC(=O)c1[nH]c(CSc2nnnn2-c2ccccc2C)c(C(=O)OCC)c1C | -22 | -6 | 9 | -0.5 | -9 | -0.034 | 6 | -41 | -1
CCOc1ccc2[nH]c(C)c(CN3CCCCC3)c(=O)c2c1 | -33 | 0 | -13 | -0.2 | -55 | nt | 9 | nt | -3
CCOC(=O)Nc1ccc(C(=O)/C=C/c2ccccc2)cc1 | -23 | -4 | 0 | 1.7 | 4 | 0.37 | 2 | 8 | -5
COc1cc(/C=C(/C#N)c2nc3ccccc3[nH]2)ccc1OCc1ccc(C(=O)O)o1 | -8[20 µM] | -2 | -6 | 1.6 | -17 | 0.78 | 2 | 3 | -5
N/C(=N/O)c1cccn1Cc1ccccc1[N+](=O)[O-] | -28 | 0 | nt | 1.2 | -8 | -0.017 | 12 | nt | -3
O=C(NC1CCSC1=O)c1ccc(Cl)cc1 (centres undefined) | -18[20 µM] | 0 | -3 | -1.0 | -39 | 1 | 5 | -5 | -1
COc1ccc(C(=O)NNC2CC(=O)N(Cc3ccccc3)C2=O)cc1OC (centres undefined) | -16 | -5 | -13 | 0.5 | 7 | 0.05 | 8 | -3 | 2
Cc1ccccc1-n1c(=O)cc(N2CC(C)OC(C)C2)[nH]c1=O (centres undefined) | -11 | -7 | -6 | 1.9 | -1 | 0.66 | 9 | -3 | -7
Cc1cc(C)cc(NC(=O)c2ccc(CSc3nnnn3C)cc2)c1 | -17[20 µM] | 2 | 6 | -1.5 | -1 | -0.35 | 14 | 1 | 7
CC(C)(C)NC(=O)NC(=O)Cn1ccsc1=N | -13 | 13 | 30 | 0.5 | 30 | 2.2 | 10 | nt | 8
COc1ccc(CN2CCNC(=O)C2CC(=O)NCc2csc(C(C)C)n2)c(OC)c1 (centres undefined) | -16 | -7 | -6 | 0.1 | -13 | -0.37 | 1 | 1 | -6
O=C(CCCOc1ccc(Cl)cc1Cl)N/N=C/c1ccccc1O | -25 | -2 | -26 | -0.5 | -13 | 0.11 | 22 | -26 | 19
O=C(c1cnn2ccccc12)N1CCN(C2CCCCC2)CC1 | -24 | -4 | -9 | 1.0 | -12 | 0.063 | 8 | 3 | 4
CC(=O)N1CCc2cc(S(=O)(=O)CCC(=O)N3CCN(C(=O)c4ccco4)CC3)ccc21 | -24[20 µM] | 4 | -8 | 1.1 | -9 | nt | 16 | -5 | 6
COc1cccc(/C=N/NC(=O)c2c(-c3ccccc3)noc2C)c1 | -9[20 µM] | 3 | -17 | -0.3 | 32 | 0.17 | 17 | 0 | 5
c1ccc(C(c2ccccn2)c2ccccn2)cc1 | -19 | -2 | -4 | 0.8 | -1 | 0.86 | 10 | nt | 3
COc1ccc(CCN2C(=O)CS/C2=N/NC(=O)c2ccccc2F)cc1OC | -28 | -2 | -9 | -0.3 | -11 | -0.65 | 8 | nt | -4
CC(NC(=O)c1ccc(N2CCCC2=O)cc1)c1ccccc1 (centres undefined) | -26 | 1 | -11 | -0.1 | 23 | -0.24 | 8 | -2 | 5
C/C(=N/OCC(=O)NCCCCCCNC(=O)CO/N=C(/C)c1cccs1)c1cccs1 | -6 | 37 | 27 | -0.9 | 32 | -2.9 | 18 | 4 | 12
O=C(Nc1ccc2c(c1)OCO2)c1n[nH]c(=O)c2ccccc12 | -27 | -1 | 32 | 0.1 | -33 | 0.48 | 14 | 9 | 2
CN(C)S(=O)(=O)Oc1ccsc1C(=O)Nc1ccc(Cl)cc1 | -11 | -5 | 21 | -1.2 | 1 | 0.41 | 2 | 3 | -10
COCCCN1CN(S(=O)(=O)c2ccc(Cl)cc2)c2nc3ccccc3nc21 | -1 | -2 | -9 | -0.8 | -47 | -0.25 | -1 | -5 | -6

This is a subset; rates above refer to the full screens.
